APP 5'UTR act: activates APP 5'UTR luciferase reporter. SH-SY5Y APP 5'UTR luciferase reporter, luminescence; zero percent = DMSO vehicle wells. activation, % at 2 µM. 190,000 compounds, 1% hits. AID 1276;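 active = activation above a set limit, based on mean plus 3 SD of controls, cut at about 140% in these data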; note: values of inactives mirror those of a sister screen read the other way
FLuc stim CS: firefly luciferase counter-screen for stimulation assays. 200,000 tested, under 10 active. AID 1027. P08659. ATPlite luciferase biochemical, luminescence, 10 min; 0 = ATP-free wells, 1 = DMSO control. activation factor at 10 µM;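 active = luciferase activation factor, scaled between plate controls, of at least 2 with compound at 10 µM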
Target sequence (P08659 whole entry, looked up): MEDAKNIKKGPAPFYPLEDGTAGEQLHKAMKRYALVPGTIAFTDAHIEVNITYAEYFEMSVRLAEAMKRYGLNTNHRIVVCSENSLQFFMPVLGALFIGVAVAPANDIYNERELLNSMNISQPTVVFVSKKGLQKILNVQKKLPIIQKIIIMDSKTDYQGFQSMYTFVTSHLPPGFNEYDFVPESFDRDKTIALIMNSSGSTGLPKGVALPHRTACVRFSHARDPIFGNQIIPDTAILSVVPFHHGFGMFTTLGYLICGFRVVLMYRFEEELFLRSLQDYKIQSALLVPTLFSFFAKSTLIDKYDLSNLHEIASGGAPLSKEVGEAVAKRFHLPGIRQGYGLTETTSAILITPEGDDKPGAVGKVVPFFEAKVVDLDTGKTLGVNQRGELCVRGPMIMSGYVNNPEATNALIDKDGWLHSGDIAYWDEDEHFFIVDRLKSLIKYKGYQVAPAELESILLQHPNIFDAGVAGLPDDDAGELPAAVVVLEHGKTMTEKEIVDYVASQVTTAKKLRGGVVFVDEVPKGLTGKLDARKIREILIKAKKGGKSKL
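System: cell-free luciferase reagent; medium: PBS as buffer for the ATP substrate; doses: test compounds dosed from 2 mM stocks in 100% DMSO; incubation: 10 min, room temperature; measured by: luminescence from luciferase reaction; read-out: luciferase activation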
NF-kB expr up: compounds increasing NF-kB expression in human neuronal cells. NF-kB reporter expression; stronger effect = higher value. 190,000 compounds, 1.6% hits. fold change at 12.5 µM. AID 1239; in the data active = fold change above about 3.3
TNAP inh no acc: blocks human TNAP activity with no phosphate acceptor present; P05186; purified TNAP, CDP-star luminescence, 30 min; inhibition, % at 20 µM; 200,000 compounds, 0.26% hits; AID 1012;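 active = tissue-nonspecific alkaline phosphatase inhibition above about 50% at 20 µM in the single-dose screen, limit read from the data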;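 note: 0% = DMSO negative control and 100% = EDTA positive control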
TNAP inh hi DEA: TNAP (human) inhibition, high acceptor. P05186. purified TNAP, CDP-star luminescence, 1 M DEA. inhibition, % at 20 µM. 200,000 compounds, 0.03% hits. AID 1135;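 active = over 50% inhibition of tissue-nonspecific alkaline phosphatase at 20 µM in the single-dose screen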;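 note: plate controls were DMSO wells for no effect and EDTA-quenched wells as full inhibition for full effect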
bIAP activator: increases bovine intestinal alkaline phosphatase activity | purified bovine IAP, CDP-star luminescence, 30 min; stronger effect = higher value; fold of DMSO-control signal, blank-subtracted | activation factor at 20 µM | 200,000 compounds, 0.17% hits | AID 1016;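 active = activation factor of 2 or more at 20 µM, a signal rise over negative controls twice the positive control's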
PMI act hi M6P: increases human PMI activity with near-saturating mannose 6-phosphate; P34949; coupled PMI enzyme assay, resazurin fluorescence, 20 min; stronger effect = higher value; 1 = untreated enzyme, 0 = substrate-free blank; activation factor at 20 µM; 190,000 compounds, 0.34% hits;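 active = activation factor of 2 or more at 20 µM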
Target sequence (P34949 whole entry, looked up): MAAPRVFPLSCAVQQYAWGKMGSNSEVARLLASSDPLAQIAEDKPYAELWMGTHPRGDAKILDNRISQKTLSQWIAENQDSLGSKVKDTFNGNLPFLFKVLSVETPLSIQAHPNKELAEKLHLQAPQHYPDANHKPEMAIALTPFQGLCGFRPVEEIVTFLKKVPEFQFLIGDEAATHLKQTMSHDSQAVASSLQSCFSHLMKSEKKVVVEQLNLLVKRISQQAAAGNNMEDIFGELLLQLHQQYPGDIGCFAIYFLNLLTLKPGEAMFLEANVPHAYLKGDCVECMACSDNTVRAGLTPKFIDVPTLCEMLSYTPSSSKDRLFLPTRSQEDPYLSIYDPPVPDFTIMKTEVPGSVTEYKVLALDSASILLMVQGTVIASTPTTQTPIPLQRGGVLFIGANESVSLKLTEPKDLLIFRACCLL
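test system = human PMI in coupled enzyme assay | medium = HEPES-buffered pH 7.4 with magnesium and detergent | also added = 1.0 mM mannose-6-phosphate substrate with 0.22 mM NADP+ | compound = 20 µM single dose | times = 20 min incubation at room temperature | measured by = resorufin fluorescence (Ex 544/Em 590 nm) from resazurin via diaphorase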
FLuc inhib CS: Photinus pyralis luciferase inhibition counter-screen. AID 1006. 200,000 compounds, 1.5% hits. inhibition, % at 10 µM. ATPLite firefly luciferase biochemical luminescence, 10 min. P08659;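 active = inhibition above about 50% when tested at 10 µM, limit read from the data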
PMI activator: activators of human phosphomannose isomerase | purified human PMI, coupled resazurin fluorescence, 20 min; stronger effect = higher value; 1 = vehicle control, 0 substrate-free wells | 190,000 compounds, 0.005% hits | P34949 | activation factor at 20 µM;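 active = activation factor of 2 or more at 20 µM, relative to plate controls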
TNAP act hi DEA: TNAP (human) activation, high acceptor; P05186; purified TNAP, CDP-star luminescence, 1 M DEA, 30 min; stronger effect = higher value; 0 = EDTA background, 1 = DMSO-only activity; activation factor at 20 µM; 200,000 tested, under 10 active;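 active = activation factor at least 2 at 20 µM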
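Test system – human TNAP · Doses – 20 µM single point · Incubation – 30 min, room temperature · Signal – luminescent substrate turnover signal · Read-out basis – activation factor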
* hit, by the source's call.

How did Cc1ccc(CNC(=O)c2ccc3c(=O)[nH]c4c(C(=O)NCC5CCCO5)sc(=S)n4c3c2)cc1 (configuration not stated) do in these assays?
APP 5'UTR act: 27; FLuc stim CS: 1.1; NF-kB expr up: 1.1; TNAP inh no acc: 0; TNAP inh hi DEA: 5; bIAP activator: 0.8; PMI act hi M6P: 0.9; FLuc inhib CS: -7; PMI activator: 0.9; TNAP act hi DEA: 1

How did C#CCOCCOCCOCCNc1nc(N2CCN(C(=O)[C@H]([C@@H](C)CC)n3cc(CCCN=C(N)N)nn3)CC2)nc(N2CCN(C(=O)[C@H](Cc3ccc(O)cc3)n3cc(CCO)nn3)CC2)n1 do in these assays?
APP 5'UTR act: 1; FLuc stim CS: 1; NF-kB expr up: 0.92; TNAP inh no acc: -14; TNAP inh hi DEA: -6; bIAP activator: 0.9; PMI act hi M6P: 1.3; FLuc inhib CS: -1; PMI activator: 1.2; TNAP act hi DEA: 1.1

Results for O=C(CN1CCN(Cc2ccccc2Cl)CC1)N/N=C/C=C\c1ccccc1[N+](=O)[O-] ?
APP 5'UTR act: -2; FLuc stim CS: 1.1; NF-kB expr up: 0.72; TNAP inh no acc: -78; TNAP inh hi DEA: -2; bIAP activator: 0.8; PMI act hi M6P: 1; FLuc inhib CS: -8; PMI activator: 0.9; TNAP act hi DEA: 1

What do the screens show for `COc1ccc(S(=O)(=O)N(CCCN2CCOCC2)Cc2cccc3ccccc23)cc1`?
APP 5'UTR act: -4; FLuc stim CS: 1; NF-kB expr up: 0.8; TNAP inh no acc: -12; TNAP inh hi DEA: -2; bIAP activator: 1.1; PMI act hi M6P: 1; FLuc inhib CS: 1; PMI activator: 1; TNAP act hi DEA: 1

What do the screens show for `COC(=O)c1ccc(C)c(NC(=O)CCc2cc(OC)c(OC)c(OC)c2)c1`?
APP 5'UTR act: 0; FLuc stim CS: 1; NF-kB expr up: 1.1; TNAP inh no acc: -10; TNAP inh hi DEA: 6; bIAP activator: 0.9; PMI act hi M6P: 0.9; FLuc inhib CS: -3; PMI activator: 0.8; TNAP act hi DEA: 0.9

How did Cc1ccc(N/N=C(\C#N)C(N)=S)c(C)c1 do in these assays?
APP 5'UTR act: 9; FLuc stim CS: 0.9; NF-kB expr up: 1.2; TNAP inh no acc: 33; TNAP inh hi DEA: 4; bIAP activator: 1.1; PMI act hi M6P: 3*; FLuc inhib CS: 7; PMI activator: 1.8; TNAP act hi DEA: 1

What do the screens show for `Cc1nnc2n(Cc3ccccc3)c(=O)c3c4c(sc3n12)CCCC4`?
FLuc stim CS: 1.1; TNAP inh no acc: -3; TNAP inh hi DEA: -6; bIAP activator: 0.8; PMI act hi M6P: 1.1; FLuc inhib CS: -7; PMI activator: 1; TNAP act hi DEA: 1.1

What do the screens show for `Cc1cc(C(c2ccc(C)o2)c2ccc(C)o2)c(O)c([N+](=O)[O-])c1`?
APP 5'UTR act: 0; FLuc stim CS: 1; NF-kB expr up: 0.91; TNAP inh no acc: -2; TNAP inh hi DEA: 12; bIAP activator: 0.5; PMI act hi M6P: 1.7; FLuc inhib CS: 0; PMI activator: 1.5; TNAP act hi DEA: 0.9

How did CCOC(=O)C1=NNC(C(=O)c2ccc(Cl)cc2)C1c1ccc(OC)cc1 (configuration not stated) do in these assays?
APP 5'UTR act: 21; FLuc stim CS: 1.1; NF-kB expr up: 1.1; TNAP inh no acc: -16; TNAP inh hi DEA: -4; bIAP activator: 1.2; PMI act hi M6P: 0.9; FLuc inhib CS: -5; PMI activator: 0.9; TNAP act hi DEA: 1

How did O=C(c1ccc(Oc2ccc(C(F)(F)F)cn2)cc1)N1CCN(c2ccccc2)CC1 do in these assays?
APP 5'UTR act: -16; FLuc stim CS: 1.1; NF-kB expr up: 1.5; TNAP inh no acc: -5; TNAP inh hi DEA: -1; bIAP activator: 1; PMI act hi M6P: 0.9; FLuc inhib CS: -8; PMI activator: 1; TNAP act hi DEA: 1

What do the screens show for `Cc1csc(NC(=O)CSc2nnc(-c3ccoc3C)o2)n1`?
APP 5'UTR act: 91; FLuc stim CS: 1; NF-kB expr up: 2.4; TNAP inh no acc: -3; TNAP inh hi DEA: -2; bIAP activator: 1.2; PMI act hi M6P: 0.9; FLuc inhib CS: -1; PMI activator: 0.8; TNAP act hi DEA: 1

How did Cc1noc(NS(=O)(=O)c2ccc(N/C=C\C(=O)c3cccs3)cc2)c1C do in these assays?
APP 5'UTR act: 3; FLuc stim CS: 1; NF-kB expr up: 1.5; TNAP inh no acc: 2; TNAP inh hi DEA: 4; bIAP activator: 1; PMI act hi M6P: 1.1; FLuc inhib CS: 2; PMI activator: 1.1; TNAP act hi DEA: 1

What do the screens show for `CCOC(=O)CSc1nc2c(sc(=S)n2CCc2ccccc2)c(=O)n1Cc1ccco1`?
APP 5'UTR act: -18; FLuc stim CS: 1.1; NF-kB expr up: 0.89; TNAP inh no acc: -13; TNAP inh hi DEA: -3; bIAP activator: 0.9; PMI act hi M6P: 0.9; FLuc inhib CS: -6; PMI activator: 0.9; TNAP act hi DEA: 1

How did CC(C)C(=O)Nc1ncc(C(F)(F)F)cc1Cl do in these assays?
APP 5'UTR act: 2; FLuc stim CS: 1.1; NF-kB expr up: 1.1; TNAP inh no acc: -8; TNAP inh hi DEA: -6; bIAP activator: 1; PMI act hi M6P: 1; FLuc inhib CS: -9; PMI activator: 1; TNAP act hi DEA: 1.1

What do the screens show for `CCOc1ccc(NC(=O)CN(c2cc(C)cc(C)c2)S(=O)(=O)c2c(C)noc2C)cc1`?
APP 5'UTR act: 8; FLuc stim CS: 1; NF-kB expr up: 0.86; TNAP inh no acc: -8; TNAP inh hi DEA: -1; bIAP activator: 1.1; PMI act hi M6P: 1; FLuc inhib CS: -4; PMI activator: 1; TNAP act hi DEA: 1

How did O=C(NCCCN1CCN(Cc2ccccc2)CC1)c1nnc(Cc2c(F)cccc2Cl)o1 do in these assays?
APP 5'UTR act: -1; FLuc stim CS: 1.1; NF-kB expr up: 1; TNAP inh no acc: -14; TNAP inh hi DEA: -7; bIAP activator: 1; PMI act hi M6P: 1; FLuc inhib CS: -7; PMI activator: 1.1; TNAP act hi DEA: 1.1

How did Cc1ccc(OCCCC(=O)Nc2ccc(S(=O)(=O)Nc3cc(C)on3)cc2)cc1 do in these assays?
APP 5'UTR act: 1; FLuc stim CS: 1.1; NF-kB expr up: 1.1; TNAP inh no acc: -19; TNAP inh hi DEA: -10; bIAP activator: 1; PMI act hi M6P: 1; FLuc inhib CS: -8; PMI activator: 1.1; TNAP act hi DEA: 1.1

How did Nc1cccc(C2=Nc3cccc4cccc(c34)N2)c1 do in these assays?
APP 5'UTR act: -4; FLuc stim CS: 1; NF-kB expr up: 1.1; TNAP inh no acc: 2; TNAP inh hi DEA: 13; bIAP activator: 0.9; PMI act hi M6P: 0.9; FLuc inhib CS: 4; PMI activator: 1; TNAP act hi DEA: 0.9

How did O=C(/C=C/c1cccc(Br)c1)NCC1CCCCC1 do in these assays?
APP 5'UTR act: -21; FLuc stim CS: 1; NF-kB expr up: 1.1; TNAP inh no acc: -4; TNAP inh hi DEA: 1; bIAP activator: 0.9; PMI act hi M6P: 0.9; FLuc inhib CS: 2; PMI activator: 0.8; TNAP act hi DEA: 1

What do the screens show for `Cc1cccc(OCCCC(=O)Nc2ccccc2C(F)(F)F)c1`?
APP 5'UTR act: 10; FLuc stim CS: 1.1; NF-kB expr up: 0.87; TNAP inh no acc: -4; TNAP inh hi DEA: -7; bIAP activator: 0.9; PMI act hi M6P: 1; FLuc inhib CS: -10; PMI activator: 1.1; TNAP act hi DEA: 1.1

What do the screens show for `O=C(CSc1nnc(-c2ccc(Cl)cc2Cl)n1C1CCCCC1)NC1CCS(=O)(=O)C1` (configuration not stated)?
APP 5'UTR act: 22; FLuc stim CS: 1; NF-kB expr up: 1.2; TNAP inh no acc: -8; TNAP inh hi DEA: -3; bIAP activator: 1; PMI act hi M6P: 1; FLuc inhib CS: -4; PMI activator: 1; TNAP act hi DEA: 1

What do the screens show for `CCOC(=O)N1CCC(NC(=O)c2ccc(NC(=O)C3CCCO3)cc2)CC1` (configuration not stated)?
APP 5'UTR act: -16; FLuc stim CS: 1.1; NF-kB expr up: 1.3; TNAP inh no acc: 2; TNAP inh hi DEA: -5; bIAP activator: 1.1; PMI act hi M6P: 1.1; FLuc inhib CS: -7; PMI activator: 1.1; TNAP act hi DEA: 1.1

Results for CC1(C(=O)NCCc2c[nH]c3ccccc23)C=CCN1C(=O)c1ccccc1 (configuration not stated) ?
APP 5'UTR act: 6; FLuc stim CS: 1; NF-kB expr up: 1; TNAP inh no acc: -9; TNAP inh hi DEA: -8; bIAP activator: 0.9; PMI act hi M6P: 1.1; FLuc inhib CS: -1; PMI activator: 1.1; TNAP act hi DEA: 1.1

What do the screens show for `S=C(Nc1ccccc1)c1nc2ccccc2s1`?
APP 5'UTR act: 101; FLuc stim CS: 0.9; NF-kB expr up: 2.4; TNAP inh no acc: -9; TNAP inh hi DEA: -1; bIAP activator: 0.8; PMI act hi M6P: 1.1; FLuc inhib CS: 6; PMI activator: 0.9; TNAP act hi DEA: 1

How did CN(C)c1ccc(C(=O)OCC(=O)Nc2ccc(S(N)(=O)=O)cc2)cc1 do in these assays?
APP 5'UTR act: 5; FLuc stim CS: 1; NF-kB expr up: 1.1; TNAP inh no acc: -5; TNAP inh hi DEA: -5; bIAP activator: 0.9; PMI act hi M6P: 0.9; FLuc inhib CS: -4; PMI activator: 1; TNAP act hi DEA: 1.1

Results for COc1ccc(/C=C/C(=O)OCC(=O)N2CC(=O)Nc3ccccc32)cc1S(=O)(=O)N1CCOCC1 ?
APP 5'UTR act: 13; FLuc stim CS: 1; NF-kB expr up: 0.7; TNAP inh no acc: -5; TNAP inh hi DEA: 3; bIAP activator: 1.2; PMI act hi M6P: 1; FLuc inhib CS: 0; PMI activator: 1; TNAP act hi DEA: 1

Results for Cc1ccn2c(CNCCn3cccn3)c(C(=O)N3CCCCCC3)nc2c1 ?
APP 5'UTR act: -5; FLuc stim CS: 1; NF-kB expr up: 1.1; TNAP inh no acc: 1; TNAP inh hi DEA: -1; bIAP activator: 1.3; PMI act hi M6P: 1; FLuc inhib CS: -2; PMI activator: 1.2; TNAP act hi DEA: 1

How did Cc1ccc(OC(C)c2nnc(N)s2)cc1Cl (configuration not stated) do in these assays?
APP 5'UTR act: 5; FLuc stim CS: 1.1; NF-kB expr up: 0.7; TNAP inh no acc: -11; TNAP inh hi DEA: -4; bIAP activator: 0.8; PMI act hi M6P: 0.9; FLuc inhib CS: -5; PMI activator: 0.8; TNAP act hi DEA: 1

Grouped by structure: the compounds so far containing an NH in an aromatic ring (2)
How did Cc1ccc(CNC(=O)c2ccc3c(=O)[nH]c4c(C(=O)NCC5CCCO5)sc(=S)n4c3c2)cc1 (configuration not stated) do in these assays?
APP 5'UTR act: 27; FLuc stim CS: 1.1; NF-kB expr up: 1.1; TNAP inh no acc: 0; TNAP inh hi DEA: 5; bIAP activator: 0.8; PMI act hi M6P: 0.9; FLuc inhib CS: -7; PMI activator: 0.9; TNAP act hi DEA: 1

Results for CC1(C(=O)NCCc2c[nH]c3ccccc23)C=CCN1C(=O)c1ccccc1 (configuration not stated) ?
APP 5'UTR act: 6; FLuc stim CS: 1; NF-kB expr up: 1; TNAP inh no acc: -9; TNAP inh hi DEA: -8; bIAP activator: 0.9; PMI act hi M6P: 1.1; FLuc inhib CS: -1; PMI activator: 1.1; TNAP act hi DEA: 1.1

Hits appear at their usual frequency; overall some 3.6% were active at least once.
